# Assay outcomes: PubChem BioAssay, several laboratories
# AGP1-GFP MLPCN – alters AGP1-GFP fluorescence in TOR pathway yeast screen | S. cerevisiae AGP1-GFP multiplex flow cytometry, 3 h; GFP as percent of DMSO wells | GFP response vs DMSO, % at 10 µM | 0.02% of 320,000 active | AID 2066;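 active means GFP response relative to DMSO above a set limit, near screen average plus 3 SD, cut at about 150% in these data; inconclusive means fewer than 70 cells counted for the yeast strain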;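 further: median GFP channel fluorescence of the gated AGP1 strain per well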
# BCLXL inh – Bcl-xL (human) inhibition. AID 2129. 0.7% of 320,000 active. Q07817. inhibition, % at 10.9 µM. GST-Bcl-xL / FITC-Bim BH3 peptide fluorescence polarization;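 active means inhibition above the mean of all tested compounds plus 3 SD, cutoff set per campaign, cut at about 30% in these data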;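 further: 0% = DMSO wells and 100% = unlabeled Bim-BH3 peptide competitor; inhibitors lower millipolarization by displacing the labeled peptide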
# MCL1-BIM inh – MCL1-BIM-BH3 interaction inhibition (human) | 0.68% of 320,000 active | GST-MCL1 / FITC-Bim-BH3 fluorescence polarization | inhibition, % at 10.9 µM | Q07820;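 active means inhibition above the mean inhibition of all tested compounds plus 3 SD, set per campaign, cut at about 40% in these data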;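 further: 0% = DMSO wells and 100% = unlabeled Bim-BH3 peptide control; higher means more loss of mP so more displacement of Bim peptide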
# MEX-5 binding – C. elegans MEX-5 TCR-2 RNA binding activity; activity score (negative = inhibition of binding), % at 10 µM; 0.38% of 300,000 active; Q9XUB2; MEX-5/FITC-TCR2 RNA binding, fluorescence polarization; hits give low values;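 active means inhibition past about -25% in most replicates, and total fluorescence under double the plate's negative control median, limit read from the data; inconclusive means replicates evenly split on the limit, or fluorescence at least double controls; inactive means too little inhibition in most replicates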;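 further: 0% = DMSO and -100% = 5 µM competing unlabeled TCR2 RNA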
# CIT2-GFP yeast – alters CIT2-GFP fluorescence in TOR pathway yeast screen; S. cerevisiae CIT2-GFP strain, flow cytometry, 3 h; 100 means same as DMSO wells; GFP response vs DMSO, % at 10 µM; 0.065% of 320,000 active;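 active means GFP response relative to DMSO above a set limit, near the screen mean plus 3 SD, cut at about 150% in these data; inconclusive means Fewer than 70 cells measured for a yeast strain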;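 further: ratio of well median GFP fluorescence to mean of DMSO wells on the plate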
# GLD-1 RNA inh – GLD-1-TGE RNA interaction inhibition (C. elegans) | 0.44% of 320,000 active | AID 2280 | Q17339 | inhibition, % at 5.96 µM | purified GLD-1 + fluorescein TGE RNA, fluorescence polarization;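 active means percent inhibition above a per-plate cutoff, the plate mean of test compounds plus 3 SD, cut at about 30% in these data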;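 further: 0% = DMSO wells with GLD-1 and probe and 100% = wells lacking GLD-1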
# Fam108B inh – Fam108B inhibition, counter-screen for RBBP9 inhibitors; recombinant Fam108B, FP-Rh probe fluorescence polarization; inhibition, % at 9.51 µM; 0.33% of 300,000 active;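 active means inhibition above the screen mean inhibition plus 3 SD, computed separately per campaign, cut at about 18% in these data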;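 further: inhibitors lower polarization as less probe binds the enzyme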
# VLA-4 inh – inhibition in a human VLA-4 binding assay; P13612; VLA-4 expressing cells, ligand binding flow cytometry; inhibition, % (about 7 µM as worked out from the volumes in the protocol); 0.2% of 330,000 active; in the data active means inhibition above about 50%
# Target sequence (P13612 whole entry, looked up): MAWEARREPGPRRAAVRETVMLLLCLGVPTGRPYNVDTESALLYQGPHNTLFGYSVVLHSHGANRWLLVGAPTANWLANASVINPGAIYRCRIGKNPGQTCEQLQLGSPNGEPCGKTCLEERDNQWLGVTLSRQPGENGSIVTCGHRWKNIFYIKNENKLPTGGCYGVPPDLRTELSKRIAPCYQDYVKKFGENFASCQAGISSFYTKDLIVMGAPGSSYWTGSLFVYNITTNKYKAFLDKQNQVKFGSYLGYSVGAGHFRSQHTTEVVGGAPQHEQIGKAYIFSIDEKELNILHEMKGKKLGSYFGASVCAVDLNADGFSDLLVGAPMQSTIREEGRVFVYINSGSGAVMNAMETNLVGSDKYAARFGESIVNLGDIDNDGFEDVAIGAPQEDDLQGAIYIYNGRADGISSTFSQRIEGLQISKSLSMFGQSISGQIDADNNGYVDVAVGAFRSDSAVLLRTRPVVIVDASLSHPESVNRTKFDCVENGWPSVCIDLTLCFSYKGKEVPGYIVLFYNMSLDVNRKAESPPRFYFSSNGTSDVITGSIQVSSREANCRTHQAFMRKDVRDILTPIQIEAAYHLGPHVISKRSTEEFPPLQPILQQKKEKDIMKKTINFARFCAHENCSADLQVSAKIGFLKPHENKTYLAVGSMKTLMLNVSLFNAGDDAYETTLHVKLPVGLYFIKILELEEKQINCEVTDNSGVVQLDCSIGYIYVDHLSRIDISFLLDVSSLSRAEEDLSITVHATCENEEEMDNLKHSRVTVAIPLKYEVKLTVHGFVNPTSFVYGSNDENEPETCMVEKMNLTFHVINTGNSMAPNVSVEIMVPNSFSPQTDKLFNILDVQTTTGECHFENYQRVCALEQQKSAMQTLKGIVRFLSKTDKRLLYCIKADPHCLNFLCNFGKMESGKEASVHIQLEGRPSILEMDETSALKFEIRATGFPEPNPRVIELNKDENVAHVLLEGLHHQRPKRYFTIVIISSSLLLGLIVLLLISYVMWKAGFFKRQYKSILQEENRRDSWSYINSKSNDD
# GRK2 aptamer HTS – inhibitors of human GRK2 displacing RNA aptamer; P25098; bead flow cytometry, FAM-aptamer displacement from GRK2; inhibition of aptamer binding, % at 10 µM; 0.59% of 330,000 active; AID 488847;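 active means inhibition of aptamer binding above 40%, roughly 3 SD of noise, on plates passing a quality check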;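 further: median bead fluorescence of bound FAM aptamer so fluorescent compounds give negative values; no value below 0 was filed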
# Active calls of the source: *; ? = inconclusive; / = not tested or not shown.
# Each structure is followed by: AGP1-GFP MLPCN	BCLXL inh	MCL1-BIM inh	MEX-5 binding	CIT2-GFP yeast	GLD-1 RNA inh	Fam108B inh	VLA-4 inh	GRK2 aptamer HTS
(1) CCOc1ccccc1C(=O)Nc1cccc(-c2ccc3nncn3n2)c1
    95.4	1.0	-9.8	0.5	80.7	-0.1	-6.7	-25.0	0.0
(2) O=C(CCCSc1nc2ccccc2[nH]1)NCc1ccccc1F
    103.2	4.0	2.0	-1.7	103.0	8.9	7.7	-39.8	11.0
(3) COc1ccc2c(C)cc(=O)oc2c1C
    95.4	4.0	6.0	0.6	92.8	2.5	2.1	-4.8	6.0
(4) Cc1ccccc1/C(N)=N/OC(=O)N1c2ccccc2Sc2ccccc21
    103.1	6.5	13.1	5.4	100.5	5.4	0.8	3.0	2.0
(5) CCn1c(NCc2ccc(N(C)C)cc2)nc2ccccc21
    96.4	-0.6	4.2	1.7	94.0	0.9	3.9	-0.6	0.0
(6) CCOc1c(Cl)cc(C(=O)NCCN2CCCCC2)cc1Cl
    98.8	2.3	6.7	0.2	103.3	2.2	-2.7	13.6	0.0
(7) CCOC(=O)C1=C(C)N(c2ccc(C)cc2)C(=O)/C1=C\c1cccs1
    99.2	6.2	0.1	0.7	112.2	1.9	1.7	24.5	0.0
(8) Cc1c(C)c2ccc(O[C@@H]3O[C@H](CO)[C@@H](O)[C@H](O)[C@H]3O)c(C)c2oc1=O
    98.2	/	/	-0.6	99.9	/	/	1.3	0.0
(9) CCCNC(=O)C12CCC(C)(C(=O)C1Br)C2(C)C (centres undefined)
    99.8	0.9	8.6	/	101.3	-1.6	-3.7	-10.0	0.0
(10) C/C(=N\Nc1ccc(S(N)(=O)=O)cc1[N+](=O)[O-])c1cccs1
    104.5	17.8	26.4	-0.8	104.1	3.1	-2.7	-5.6	0.0
(11) Cc1ccc(CNC(=O)COC(=O)c2cccc(S(=O)(=O)N3CCCCC3)c2)cc1
    93.3	-1.6	0.6	/	95.2	3.5	/	0.1	1.0
(12) O=C1c2ccccc2/C(=C\c2ccc3[nH]ccc3c2)N1c1ccccc1
    90.4	/	/	/	88.2	-3.1	/	-15.9	0.0
(13) CCC(=O)N(Cc1cc(=O)[nH]c2ccccc12)c1ccccc1
    104.0	6.5	4.3	2.3	98.7	-0.7	3.5	3.6	4.0
(14) C/C(=N\NC(=O)c1cc(-c2ccc(C)s2)[nH]n1)c1ccco1
    85.8	5.1	4.2	-0.9	95.9	-5.0	-1.6	-3.4	0.0
(15) COc1ccccc1CCc1nnc(CCC(=O)NCC(C)Oc2cccnc2)o1 (centres undefined)
    98.4	4.4	11.0	-1.1	99.3	8.5	1.9	8.0	3.0
(16) N#C[C@H]1C(O)C(O)c2ccccc2N1C(=O)c1ccccc1 (some centres undefined)
    99.3	0.0	-0.3	-2.8	100.8	3.9	-2.5	-24.3	1.0
(17) O=C(Oc1ccnc2cc(Cl)ccc12)N1CCOCC1
    95.2	5.5	-0.2	0.5	103.5	4.2	1.5	-3.4	0.0
(18) CSc1ccc(Cl)c(C(=O)NC2CCCC2)c1
    97.6	2.7	0.6	-0.1	90.7	7.5	-3.0	-6.6	0.0
(19) Cc1nnc(SCC(=O)N2CCc3ccccc3C2)s1
    98.7	2.3	5.8	0.9	94.8	3.8	3.2	7.9	0.0
(20) COc1ccc(N/N=C(/C#N)S(=O)(=O)c2nsc(C)c2C#N)cc1
    91.4	8.1	5.0	-2.2	99.4	2.3	0.8	2.6	2.0
(21) Cc1ccnc(NS(=O)(=O)c2ccc(NC(=O)C3COc4ccccc4O3)cc2)n1 (centres undefined)
    104.8	4.9	-3.5	-0.9	112.5	-22.3	0.5	25.3	2.0
(22) O=C(COC(=O)CCc1ccc(S(=O)(=O)N2CCOCC2)cc1)Nc1ccccc1OC(F)F
    90.2	/	/	/	89.3	-8.4	/	-5.3	2.0
(23) COc1cccc(C(=O)Nc2nnc(S(=O)(=O)N(C)Cc3ccc(F)cc3)s2)c1
    107.2	-2.3	-7.5	-2.6	110.4	-10.4	-4.0	16.2	2.0
(24) COc1ccc(/C=N/N2CCOCC2)cc1Cn1cc([N+](=O)[O-])cn1
    96.2	-4.7	-4.7	-0.1	90.0	1.1	-1.9	-3.1	0.0
(25) CC(=O)Nc1ccc(S(=O)(=O)N(C)CC(=O)OCC(=O)N2CCCCC2)cc1
    97.1	1.6	-8.0	0.2	102.6	-0.9	2.5	9.3	1.0
(26) O=C(N/N=C/c1ccoc1)c1ccccc1
    99.6	-1.8	10.4	-1.6	107.5	7.8	0.2	-11.9	22.0
(27) O=C(CSc1nnc(-c2cccnc2)n1Cc1ccccc1)NCc1ccco1
    98.8	4.2	11.2	-1.5	98.9	4.1	2.9	2.2	0.0
(28) NS(=O)(=O)c1ccc(CCNC(=O)CCNS(=O)(=O)c2ccccc2C(F)(F)F)cc1
    104.1	3.0	1.4	/	89.7	6.3	/	19.2	0.0
(29) C[N+]12CCC(CC1)C(OC(=O)C(O)(c1ccccc1)c1ccccc1)C2 (centres undefined)
    91.9	0.1	-2.7	2.0	83.0	6.2	0.5	39.3	2.0
(30) CCCCC1(C)OC(=O)C(=Cc2c[nH]c3ccccc23)C(=O)O1 (centres undefined)
    101.1	-0.4	-8.6	-7.2	101.6	-5.9	-0.8	15.2	2.0

# Overlap with the part before: three entries; new compounds follow.
# Each structure is followed by: AGP1-GFP MLPCN	BCLXL inh	MCL1-BIM inh	MEX-5 binding	CIT2-GFP yeast	GLD-1 RNA inh	Fam108B inh	VLA-4 inh	GRK2 aptamer HTS
(28) NS(=O)(=O)c1ccc(CCNC(=O)CCNS(=O)(=O)c2ccccc2C(F)(F)F)cc1
    104.1	3.0	1.4	/	89.7	6.3	/	19.2	0.0
(29) C[N+]12CCC(CC1)C(OC(=O)C(O)(c1ccccc1)c1ccccc1)C2 (centres undefined)
    91.9	0.1	-2.7	2.0	83.0	6.2	0.5	39.3	2.0
(30) CCCCC1(C)OC(=O)C(=Cc2c[nH]c3ccccc23)C(=O)O1 (centres undefined)
    101.1	-0.4	-8.6	-7.2	101.6	-5.9	-0.8	15.2	2.0
(31) COC(=O)c1cccc(S(=O)(=O)N(Cc2ccco2)Cc2cc3cc(OC)c(OC)cc3[nH]c2=O)c1
    94.1	2.7	4.0	1.2	96.7	3.7	3.2	6.6	1.0
(32) O=C(c1ccccc1)c1cc2ccc(O)cc2oc1=O
    90.1	7.6	6.8	0.7	/	4.4	0.3	-4.4	2.0
(33) CC(=O)c1c(C)[nH]c(C(=O)OCC(=O)c2c(N)n(CC(C)C)c(=O)n(C)c2=O)c1C
    100.8	2.1	-4.4	/	89.9	-0.2	/	1.0	0.0
(34) CC(C)(C)OC(=O)N1CCC(c2c(C(=O)N3CCN(C(=O)c4ccco4)CC3)cnn2-c2cccc(Cl)c2)CC1
    99.1	7.1	0.7	0.0	108.0	8.3	4.4	-9.0	4.0
(35) COc1cc(C(=O)N(C)Cc2cccc(OC)c2OC)ccc1OCC(=O)Nc1cccc(C(F)(F)F)c1
    99.9	2.1	-2.6	2.7	101.5	8.3	3.7	6.2	0.0
(36) CC1CCCC(C)N1C(=O)Cn1c(=O)sc2ccccc21 (centres undefined)
    103.8	3.4	1.6	-1.1	105.6	2.4	1.4	7.5	2.0
(37) CC(C)CCN(C(=O)c1ccc(Br)cc1)c1c(N)n(Cc2ccccc2)c(=O)[nH]c1=O
    98.1	0.2	4.5	/	85.3	-5.2	/	6.4	0.0
(38) COc1cccc(OCC(O)CN2CCN(c3ncccn3)CC2)c1 (centres undefined)
    97.3	5.1	2.9	-2.5	103.3	-7.3	-4.1	2.8	0.0
(39) CCn1c(SC)nnc1-c1sc2cc(Cl)ccc2c1Cl
    79.4	5.4	2.8	2.7	81.1	-0.3	2.3	2.2	0.0
(40) Cc1ccc(S(=O)(=O)O/N=C2\CCCc3ccccc32)cc1
    105.1	4.4	0.3	-0.2	111.2	5.2	1.1	-37.5	0.0
(41) CCc1noc(C)c1C(=O)N1CCCC(N2CCN(c3ccccc3F)CC2)C1 (centres undefined)
    107.3	3.5	0.0	2.4	105.2	-0.2	0.1	2.4	3.0
(42) C=C(C)CN1C(=O)C(O)(CC(=O)c2ccc3c(c2)OCCO3)c2ccccc21 (centres undefined)
    107.8	-0.6	0.7	0.2	104.2	0.5	3.2	-43.7	0.0
(43) Cc1cc(C)c2sc(NNC(=O)c3ccc(S(=O)(=O)N4CCc5ccccc5C4)cc3)nc2c1
    93.3	-0.6	5.2	-1.8	97.5	-0.8	2.6	7.8	0.0
(44) Cc1ccc(Cn2nc(C)c(NC(=O)c3cc(C)no3)c2C)cc1
    97.8	7.5	-0.5	-1.3	94.5	-1.2	1.5	11.3	2.0
(45) Cc1cc(C)cc(N2C(N)=NC(N)=NC2c2cccc(Cl)c2)c1 (centres undefined)
    101.0	1.5	5.2	1.7	91.5	1.4	6.4	-7.4	0.0
(46) CCOc1cccc(C(=O)NNC(=O)C2C3C=CC(C3)C2C(=O)O)c1 (centres undefined)
    100.2	0.1	18.8	-0.3	106.6	1.7	0.8	6.5	5.0
(47) CN1CCCN(C(=O)/C=C/c2ccc(F)cc2)CC1
    99.2	-4.1	-11.7	0.6	95.9	2.6	5.3	-13.5	0.0
(48) O=C(CNS(=O)(=O)c1ccc([N+](=O)[O-])cc1)N/N=C\c1ccc(O)cc1
    96.9	5.6	9.6	0.1	103.9	-3.1	0.9	0.2	0.0
(49) CN1C2=C(C(=O)CC(C)(C)C2)C(c2cccs2)C2=C1CC(C)(C)CC2=O
    /	11.8	18.9	-5.0	/	-0.1	1.1	-2.1	1.0
(50) CC(=O)NCC(=O)N(C)C(C(=O)Nc1ccc2c(c1)OCCO2)c1ccccc1 (centres undefined)
    101.3	-2.3	-3.4	-2.5	95.8	-0.4	0.9	14.2	9.0
(51) COc1cc(C2Nc3cc(Cl)c(S(N)(=O)=O)cc3S(=O)(=O)N2)cc(OC)c1OC (centres undefined)
    ?	6.2	-1.4	-0.8	81.5	2.4	-8.7	7.2	1.0
(52) O=C(c1ccc([N+](=O)[O-])cc1)N1CCN(c2ncc(Br)cn2)CC1
    90.6	0.0	-2.8	-1.2	91.3	4.6	-0.9	37.6	0.0
(53) CCc1c(C)nn(C(=O)/C(C#N)=C\N(C)C)c1C
    91.2	0.9	1.2	-0.3	97.8	7.5	0.5	15.4	3.0
(54) O=C(Cc1ccccc1)Nc1cccc(C(=O)O)c1O
    96.2	3.4	-0.9	0.0	95.2	-3.6	1.5	4.0	0.0
(55) Cc1nc(C)c(C(=O)N2CCCC(C(=O)c3ccc4ccccc4c3)C2)s1 (centres undefined)
    96.9	1.5	0.9	-1.2	95.7	2.8	-1.8	-6.4	13.0
(56) O=C(C1CCN(c2ncnc3c2nc2n3CCCCC2)CC1)N1CCCCC1
    98.2	3.4	2.6	0.0	107.5	11.8	2.1	9.9	2.0
(57) CN(C)C1(CNC(=O)Nc2ccccc2)CCCCC1
    91.0	-0.1	-4.3	-3.9	91.5	-2.6	2.8	44.4	1.0
(58) CCOCCc1nnc(NC(=O)c2cc(OC)c(OC)c(OC)c2)s1
    101.4	-1.9	1.8	1.8	98.3	2.8	-2.0	0.9	0.0
(59) Cc1cc(NS(=O)(=O)c2ccc(Cl)cc2)nn1CC(=O)NCc1ccco1
    107.5	5.5	0.9	1.0	102.4	1.2	-3.4	-5.2	4.0
